Screens (PubChem BioAssay)
TWEAK Fn14 block: inhibitors of TWEAK-Fn14 signaling, primary screen, luciferase reporter cells, uHTS; TWEAK-stimulated Fn14 reporter cells, luciferase luminescence, 8 h; hit rate 2% among 360,000; inhibition, % at 10 µM; in the data active = inhibition above about 50%
KKLEB cytotox: cytotoxicity in KKLEB CF airway cells, primary screen, cytotoxicity control for CF NF-kB inhibitor project, cell-based, uHTS, fluorescence assay plates; activity change (cytotoxicity), % at 5 µM; KKLEB CF airway cells viability, ATPlite luminescence, overnight; hits give low values; cells stimulated with P. aeruginosa culture filtrate; hit rate 0.36% among 360,000;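 active = corrected activity change at or below -50% at 5 µM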
Shn3 inh set2: reduction of Shn3 3'UTR firefly luciferase signal, primary screen, Schnurri-3 inhibitor project, cell-based, Clone20 osteoblasts, set 2 | Clone20 osteoblast Shn3 3'UTR firefly luciferase, 24 h | inhibition, % at 12.5 µM | hit rate 0.52% among 360,000;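 active = mean inhibition of at least 75% with every replicate also reaching 75%; inconclusive = mean inhibition at least 75% but some replicate below; inactive = mean inhibition below 75%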;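 note: 0% = median of neutral control wells and 100% = pilot-screen positive control compound; some compounds past the cut are filed as inactive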
CF NFkB block: inhibitors of PAF-induced NF-kB signaling, primary screen, cell-based, GFP fluorescence, uHTS; KKLEB NF-kB-GFP reporter, GFP fluorescence overnight; inhibition, % at 5 µM; hit rate 0.86% among 360,000;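 active = at least 50% inhibition at 5 µM, scaled per plate between neutral and stimulator controls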;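 note: PAF is a Pseudomonas aeruginosa culture filtrate used as stimulus; plate controls were PAF-stimulated DMSO wells for no effect and unstimulated DMSO wells for full effect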
MITF TRPM1 inh: inhibitors of MITF-dependent TRPM1 promoter reporter, primary screen, cell-based, SK-MEL-5, single point, luciferase; AID 488899, 2010; SK-MEL-5 TRPM1 promoter luciferase, 24 h; hit rate 0.83% among 330,000; inhibition, % at 12.5 µM;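 active = mean inhibition across replicates of 60% or more, whatever share of single replicates reaches that level; inconclusive = some that reach 60%, reason not given; inactive = mean inhibition across replicates below 60%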; note: values of inactives mirror those of a sister screen read the other way
Peg3 promoter: Peg3 promoter-driven luciferase inhibitors, primary screen, cell-based, HeLa, luciferase luminescence | HeLa PEG-Prom luciferase reporter, overnight | inhibition, % at 20 µM | hit rate 1.7% among 360,000 | AID 588405, 2011;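 active = inhibition of at least 50% at 20 µM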
NR2E3 ag-1: inhibitors of NR2E3-RetCOR corepressor binding, primary screen, NR2E3 agonist project, biochemical, TR-FRET, GST-NR2E3, biotin-RetCOR; Photoreceptor-specific nuclear receptor (Homo sapiens), Q9Y5X4; 1536-well; inhibition of corepressor binding, % at 4.78 µM; hit rate 0.12% among 320,000; AID 2300, 2010;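 active = percent inhibition above the cutoff of mean plus 3 SD of all tested compounds, set per screening campaign, cut at about 20% in these data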;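 note: 0% = DMSO wells and 100% = biotin wells as full block of FRET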
Target sequence (Q9Y5X4 whole entry, looked up): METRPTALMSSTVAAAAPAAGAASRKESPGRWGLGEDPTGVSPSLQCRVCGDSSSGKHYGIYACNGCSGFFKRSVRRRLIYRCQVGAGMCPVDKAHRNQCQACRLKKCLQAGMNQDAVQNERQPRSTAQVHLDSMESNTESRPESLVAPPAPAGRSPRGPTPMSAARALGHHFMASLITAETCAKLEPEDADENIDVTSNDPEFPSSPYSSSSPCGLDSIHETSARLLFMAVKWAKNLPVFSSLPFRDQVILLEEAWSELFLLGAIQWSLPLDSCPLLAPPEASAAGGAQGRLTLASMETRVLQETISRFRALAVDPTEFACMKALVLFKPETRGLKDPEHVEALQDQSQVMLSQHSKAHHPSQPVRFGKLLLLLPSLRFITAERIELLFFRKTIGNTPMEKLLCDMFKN
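Material: NR2E3–RetCOR corepressor complex | Quantity: 1.35 nM GST-tagged NR2E3 final | Schedule: 5 h at 4 °C | Replication: Singlicate compound wells | Reagent: RetCOR corepressor, biotinylated, 7 nM | Controls: Biotin wells as high control, 0.6% DMSO wells as low control | Signal: TR-FRET, Eu(K)-anti-GST donor, streptavidin-D2 acceptor, ex 340, em 617/671 nm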
iPSC survival up: enhancers of single-cell hiPSC survival, primary screen, ATPlite luminescence; 100% = ROCK inhibitor wells, 0% = DMSO; survival enhancement, % at 20 µM; hit rate 0.044% among 360,000; AID 602274, 2012; in the data active = survival enhancement above about 18%;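 note: cells exposed to compounds for 16 hours before the ATP read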
HIF-2a block: HIF-2a reporter inhibitors, primary screen, luminescence, 786-0 RCC cells; inhibition, % at 18.8 µM; hit rate 0.72% among 360,000; 786-0 RCC cells HIF-2a reporter, luciferase luminescence, overnight;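 active = inhibition of the luminescence signal of 40% or more relative to plate controls, in a single-dose primary screen at 18.75 µM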
NR2E3 ag-2: NR2E3 agonists in two-hybrid cells, primary screen, cell-based, luminescence, CHO-S, Gal4-NCOR/VP16-NR2E3 | Photoreceptor-specific nuclear receptor (Homo sapiens), Q9Y5X4 | luciferase | inhibition of corepressor binding, % at 3.98 µM | hit rate 0.35% among 360,000 | AID 602229, 2012;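 active = inhibition above the mean of all tested compounds plus 3 SD, cut at about 70% in these data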;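 note: 0% = DMSO with NR2E3 transfected cells and 100% = cells lacking NR2E3 construct; higher means lower luciferase signal from less NR2E3 corepressor binding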
aDG glyco act: activators of alpha-DG glycosylation, primary screen, uHTS, Pro5-aDG cells, AlphaScreen; hit rate 0.22% among 360,000; alpha-DG glycosylation AlphaScreen (IIH6); 0% Pro5, 100% B10-LARGE cell signal; activation, % at 10 µM;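 active = activation of at least 8% versus controls, or a plate z-score of at least 8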;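 note: Pro5 are CHO cells carrying HIG-tagged alpha-DG that lacks glycosylation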
Numbers without * were called inactive; ? = inconclusive; nt = not tested or not shown.

SMILES	TWEAK Fn14 block	KKLEB cytotox	Shn3 inh set2	CF NFkB block	MITF TRPM1 inh	Peg3 promoter	NR2E3 ag-1	iPSC survival up	HIF-2a block	NR2E3 ag-2	aDG glyco act
CC(NC(=O)c1ccc(Br)o1)c1ccc(-n2ccnc2)cc1 (stereo not drawn)	17.0	-5.0	3.1	-3.4	5.2	4.6	nt	-2.2	12.1	3.6	0.8
C=C1CCC[C@]2(C)C[C@H]3OC(=O)C(CN(Cc4ccc(OC)c(OC)c4)CC(C)O)[C@H]3CC12 (stereo partly drawn)	43.9	-6.2	2.2	56.2*	35.2	-34.7	5.8	1.1	5.4	5.1	-0.4
COC(=O)[C@]1(C)N[C@H](CN(C)C(=O)c2ccc(C(C)(C)C)cc2)[C@@H]2C(=O)N(Cc3ccccc3)C(=O)[C@@H]21	10.2	10.6	-2.0	-6.5	8.1	9.6	nt	-2.0	-0.8	3.9	-0.2
Cn1c(=O)c2c(nc(N3CCC(C(N)=O)CC3)n2CCSc2nc3ccccc3s2)n(C)c1=O	-23.3	4.0	-2.8	-0.7	2.6	19.4	2.6	0.7	20.6	-14.3	-0.1
COc1ccc(CNS(=O)(=O)c2ccc3oc(C(=O)O)c(C)c3c2)cc1	-0.5	-0.3	2.1	4.7	2.7	20.6	-0.8	-0.3	-5.2	-22.3	0.0
O=C(NCc1cccs1)C1CCCN(C(=O)Nc2ccc(F)cc2)C1 (stereo not drawn)	18.1	14.8	8.8	9.5	15.6	0.7	2.0	-0.6	9.8	-2.5	0.1
Cc1cnc(C(=O)Nc2ccc(C(=O)N3CCCCC3)cc2)cn1	-8.9	4.7	-39.0	-3.0	3.9	0.2	1.9	-0.6	-10.6	-0.5	-0.1
COc1ccccc1C(NC(C)=O)c1cc(Cl)c2cccnc2c1O (stereo not drawn)	-3.0	6.4	?	7.1	10.6	39.4	-1.3	-0.1	15.4	14.2	0.6
CCOc1ccc(Br)cc1C(=O)Nc1ccc(C(=O)NCC(C)C)cc1	-22.8	-9.5	59.6	-3.6	-3.9	95.1*	33.7*	-0.8	8.8	4.7	0.0
CC(C)C[C@H]1CN(CCCC[C@H]2CNC(=O)C(=O)N2CCC2CCCCC2)C(=O)C(=O)N1CCC1CCCCC1	20.2	nt	nt	nt	nt	nt	nt	-0.1	-67.8	22.6	0.1
COc1ccc(Cc2nnc(N)s2)cc1OC	0.7	0.2	-3.5	4.5	-2.2	-1.6	2.1	0.1	9.2	-8.1	-0.3
Cc1cn(CC(=O)N2CCN(c3ccccn3)CC2)c(=O)[nH]c1=O	11.7	-20.9	-2.6	-18.4	-5.2	-3.6	nt	3.6	-5.7	-10.5	0.0
Nc1ccc(C#Cc2ccc3c(=O)c4ccccc4oc3c2)cc1	-74.7	-0.5	-0.6	-30.9	-106.6	-256.8	3.4	1.3	-285.9	-124.7	0.4
NC(=O)C(c1ncc(C(F)(F)F)cc1Cl)c1c(Cl)cccc1Cl (stereo not drawn)	-2.3	-1.5	-0.1	-23.9	7.2	17.1	0.0	-0.2	21.6	-22.0	-0.2
Cc1ccc(S(=O)(=O)c2nc(Cc3ccccc3)oc2N2CCOCC2)cc1	6.7	12.7	-4.8	-41.0	-2.3	11.1	-0.6	0.0	11.0	-8.2	0.0
CSc1nnc(NC(=O)c2cc3ccccc3oc2=O)s1	-22.4	8.0	-41.6	-7.3	nt	-81.1	3.3	2.1	-74.4	-21.6	0.2
Cc1ccccc1NC(=O)CN1C(=O)N/C(=C\c2cccn2-c2cccc(C(=O)O)c2)C1=O	-6.4	-1.8	-0.8	5.6	6.2	1.6	1.0	4.8	9.3	-21.0	-0.1
O=C(CN1C(=O)C(=O)N(Cc2ccccc2)C1=O)c1ccc[nH]1	-13.9	17.5	-16.5	-16.4	nt	-96.8	1.0	0.3	-102.8	-16.1	0.2
COC(=O)c1c(NC(=O)CSc2nnnn2C)sc(C)c1C	-7.1	-1.4	19.9	-10.6	-1.5	8.7	-3.3	-1.1	-3.5	-26.9	-0.4
COc1cc(C(=O)Nc2cccc(-c3nc4cc(C)cc(C)c4o3)c2)cc(OC)c1OC	-7.2	-42.1	6.5	33.5	-2.3	-17.4	nt	0.6	-24.8	-17.1	-0.2
CC(=O)c1cccc(NC(=O)N2C3CCC2CC(NC(=O)Nc2ccccc2)C3)c1 (stereo not drawn)	-11.3	6.2	-7.5	-5.5	20.9	11.2	0.3	2.7	21.0	-15.0	0.3
COCCNC(=O)CN1C(=O)CSc2cc(S(=O)(=O)N3CCCCCC3)ccc21	-0.5	-10.8	5.5	33.9	-2.3	14.5	3.0	-0.8	11.8	11.0	2.5
N#Cc1c(/N=C/c2ccccc2)oc(-c2ccccc2)c1-c1ccccc1	20.9	7.3	-12.2	3.7	9.3	8.7	-5.2	0.2	0.0	-17.4	0.0
Cc1cc2c(cc1S(=O)(=O)N(C)Cc1ccccc1)OCC(=O)N2	4.3	-7.3	-19.4	-5.6	nt	12.0	8.3	3.0	-0.4	-31.6	-0.2
Cn1cnc2c1c(=O)n(Cc1ccc(Cl)cc1Cl)c(=O)n2C	-11.3	-15.2	9.0	8.8	6.2	13.0	1.9	-0.1	21.6	-14.8	0.0
CC(C)(C)C(=O)NC1CCN(S(=O)(=O)c2cccc(C(F)(F)F)c2)CC1	-32.5	7.6	6.8	0.8	-6.6	-3.3	-2.2	2.5	7.3	8.3	0.1
N#Cc1c(NC(=O)CCCl)sc2c1CCCCC2	-1.0	-3.1	9.4	12.7	-8.3	8.1	7.3	-0.2	-62.1	-15.2	-0.2
NC(CO)c1csc(NC(=O)Nc2ccccc2Cc2ccccc2)n1 (stereo not drawn)	-21.6	0.4	3.5	2.6	nt	11.2	nt	4.5	-1.8	17.7	-0.4
CCOCc1nnc(NC(=O)CSCc2ccccc2)s1	-2.4	7.4	-5.7	-4.8	4.5	-7.5	-1.8	-2.3	-4.6	-22.9	0.1
Cc1cc(-n2c(C)cc(C(=O)CCl)c2C)no1	15.5	-11.6	26.8	49.6	76.3*	75.4*	2.5	-0.8	14.4	-8.2	0.0

Quoted at random: 3 entries already listed, in no set order.
SMILES	TWEAK Fn14 block	KKLEB cytotox	Shn3 inh set2	CF NFkB block	MITF TRPM1 inh	Peg3 promoter	NR2E3 ag-1	iPSC survival up	HIF-2a block	NR2E3 ag-2	aDG glyco act
Cc1cc2c(cc1S(=O)(=O)N(C)Cc1ccccc1)OCC(=O)N2	4.3	-7.3	-19.4	-5.6	nt	12.0	8.3	3.0	-0.4	-31.6	-0.2
N#Cc1c(NC(=O)CCCl)sc2c1CCCCC2	-1.0	-3.1	9.4	12.7	-8.3	8.1	7.3	-0.2	-62.1	-15.2	-0.2
NC(CO)c1csc(NC(=O)Nc2ccccc2Cc2ccccc2)n1 (stereo not drawn)	-21.6	0.4	3.5	2.6	nt	11.2	nt	4.5	-1.8	17.7	-0.4

The list continues.
SMILES	TWEAK Fn14 block	KKLEB cytotox	Shn3 inh set2	CF NFkB block	MITF TRPM1 inh	Peg3 promoter	NR2E3 ag-1	iPSC survival up	HIF-2a block	NR2E3 ag-2	aDG glyco act
CN(C)[C@@H](CO)c1nnc([C@H](Cc2ccc(O)cc2)NC(=O)C2CCNCC2)o1	-2.1	-10.2	-58.0	4.7	-5.8	-1.0	2.6	0.0	7.9	-15.3	0.1
CC(C)CN1CCC(C(=O)NCC2CCCO2)CC1 (stereo not drawn)	-3.6	-7.9	17.4	7.2	1.1	7.4	-1.6	2.8	13.9	8.9	0.3
CCc1c(C)sc(NC(=O)c2noc(C)c2[N+](=O)[O-])c1C#N	-8.2	-2.0	1.6	-5.0	1.8	13.1	-4.3	1.3	-4.9	-15.0	-0.2
CC1CCCC(C)N1C(=O)COC(=O)c1ccccc1O (stereo not drawn)	-11.1	-2.8	-8.0	-16.7	-44.0	-140.5	nt	5.1	-45.5	-36.4	0.0
CC(=O)c1ccc(Nc2nc(=O)c3cccnc3s2)cc1	-1.9	6.5	-37.4	-21.4	-42.7	-230.4	0.9	-2.1	-179.0	-87.0	0.2
CC(=O)c1cccc(NC(=O)C(C)OC(=O)C2=NNC(=O)CC2)c1 (stereo not drawn)	15.3	13.8	-12.3	-6.8	-8.1	-3.9	nt	1.4	-0.4	6.3	0.1
Cc1nc2ccccc2nc1N/N=C/c1ccc(O)cc1	-8.2	10.1	nt	-5.8	-77.8	-158.0	0.0	-0.8	-140.1	1.7	0.2
Cc1cc(C)n2c(nc3ccccc32)c1C(=O)NCc1ccccc1	-22.8	-0.9	-32.0	6.3	-0.1	-6.7	4.5	-1.3	0.0	-7.2	0.2
COc1ccc(NC(=O)c2cc(-c3ccc(F)cc3OC)n[nH]2)c(C)c1	-5.3	5.0	8.7	-23.1	nt	-13.7	nt	1.1	-5.9	-19.9	0.1
Cc1cccc(NC(=O)CCOc2ccccc2)c1	-32.6	4.1	6.4	-5.8	-15.3	-100.7	-0.9	3.4	-151.2	-17.3	-0.1
Fc1cccc(Cl)c1CN1CCN(c2nc3ccccc3s2)CC1	-2.0	-29.5	-45.9	5.1	-96.2	-346.3	nt	0.9	-330.2	-128.9	0.1
Cc1cc2cc(C#N)c(N3CCOCC3)nc2cc1Cl	-2.4	8.8	-12.8	-23.5	-13.2	-51.9	4.3	1.6	-76.4	-17.5	0.1
O=C(CCN1CCOCC1)Nc1ccc(F)cc1	-4.8	2.1	2.5	-4.2	-2.9	4.0	3.4	1.9	7.6	-14.4	-0.2
CCc1ccccc1OCC(=O)Nc1cccc(S(=O)(=O)N2CCCC2)c1	-7.5	-2.8	4.0	3.0	1.9	-3.3	nt	-0.4	-48.5	14.9	0.4
N#CC1(NC(=O)CN2C(=O)NC(Cc3c[nH]c4ccccc34)C2=O)CCCCC1 (stereo not drawn)	6.1	-11.4	-1.2	9.6	3.3	2.3	nt	6.1	15.0	24.6	0.1
N=C(N)n1c(N)nc2ccccc2c1=O	10.1	3.1	6.0	-5.0	-1.2	4.1	-1.2	2.2	11.2	-9.3	0.4
Cc1nn(CC(=O)Nc2cccnc2)c(=O)c2ccccc12	14.8	8.9	13.2	-12.6	2.1	8.8	-0.3	-3.8	11.1	18.4	0.1
O=c1ccccn1Cc1c(Cl)cccc1Cl	1.6	-7.0	-1.0	2.8	-2.4	13.8	2.6	-1.6	7.5	1.1	-0.1

Compounds as they come; overall some 4.4% were active at least once.
